Assay outcomes (PubChem BioAssay)
697 NFkB inh – inhibitors of PMA/ionomycin-induced NF-kB reporter, 697 cells, primary screen, B-cell NF-kB inhibitor project, cell-based, luminescence, uHTS. inhibition, % at 4 µM. 697 B-cell NF-kB luciferase reporter, 16 h. 330,000 compounds, 0.33% hits; in the data active = inhibition above about 35%
Apaf-1 inh – inhibitors of human Apaf-1 apoptosome, primary screen, biochemical, DEVD-Rh110 fluorescence, uHTS; AID 489030, 2010; inhibition, % at 20 µM; 330,000 compounds, 0.71% hits; Apoptotic protease-activating factor 1 (Homo sapiens), O14727; reconstituted apoptosome caspase-3 activity; active = inhibition of at least 40% at 20 µM;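 note: plate controls were DMSO wells for no effect and DEVD-CHO caspase inhibitor wells for full effect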
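detection = Rh110 fluorescence intensity | test system = biochemical Apaf-1 apoptosome reconstitution | also added = cytochrome c and DEVD-Rh110 substrate | schedule = 30 min plus 50 min, RT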
SENP8 inh – SENP8 protease inhibitors, primary screen, biochemical, luminescence | Sentrin-specific protease 8 (Homo sapiens), Q96LD8 | AID 2540, 2010 | inhibition, % at 10 µM | 330,000 compounds, 1.2% hits | purified SENP8, Z-RLRGG-aminoluciferin cleavage
Target sequence (Q96LD8 whole entry, looked up): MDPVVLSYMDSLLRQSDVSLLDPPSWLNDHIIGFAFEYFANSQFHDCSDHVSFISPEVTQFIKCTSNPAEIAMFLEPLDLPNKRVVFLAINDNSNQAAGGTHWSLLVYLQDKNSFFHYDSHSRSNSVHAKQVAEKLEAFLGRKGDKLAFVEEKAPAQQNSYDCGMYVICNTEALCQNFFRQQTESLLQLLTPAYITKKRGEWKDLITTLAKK
Gli-Sufu antag – Gli-Sufu pathway antagonists, primary screen, luciferase luminescence, Sufu-KO-LIGHT cells, uHTS; Sufu-KO-LIGHT fibroblasts, Gli luciferase reporter luminescence; inhibition, % at 5 µM; 340,000 compounds, 0.74% hits;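 active = inhibition above about 55%, limit read from the data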;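 note: 0% = DMSO-treated cells and 100% = wells with medium but no cells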
HKDC1 inh – HKDC1 hexokinase inhibitors, primary screen, biochemical, fluorescence, uHTS. Q2TB90. recombinant HKDC1, G6PDH/diaphorase resazurin coupled fluorescence. inhibition, % at 20 µM. 340,000 compounds, 0.16% hits. AID 493160, 2011;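 active = inhibition above about 35% when tested at 20 µM, limit read from the data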;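 note: plate controls were DMSO wells with enzyme for no effect and DMSO wells lacking enzyme for full effect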
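Test system: Recombinant HKDC1 (HK5) hexokinase enzyme, produced in-house | Input: HKDC1 at 5 µg/mL | Buffer or medium: Tris pH 8.0 buffer with MgCl2, Tween-20, BSA, BME | Schedule: 90 min reaction incubation at room temperature, dark | Technique: Resazurin-to-resorufin fluorescence via G6PDH and diaphorase coupling, 525/613 nm | Controls: DMSO wells with and without enzyme mix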
Jurkat NFkB inh – inhibitors of induced NF-kB luciferase reporter, primary screen, TCR NF-kB activation inhibitor project, cell-based, luminescence, uHTS; Jurkat, PMA/ionomycin-induced NF-kB luciferase reporter; inhibition, % at 4 µM; 330,000 compounds, 0.53% hits; AID 435003, 2010
UBC13 polyUb – UBC13 polyubiquitin chain formation inhibitors, primary screen, biochemical, TR-FRET, uHTS | 330,000 compounds, 0.47% hits | AID 485273, 2010 | inhibition, % at 20 µM; in the data active = inhibition above about 45%, passing the limit was not always enough
Target sequence (P61088 whole entry, looked up): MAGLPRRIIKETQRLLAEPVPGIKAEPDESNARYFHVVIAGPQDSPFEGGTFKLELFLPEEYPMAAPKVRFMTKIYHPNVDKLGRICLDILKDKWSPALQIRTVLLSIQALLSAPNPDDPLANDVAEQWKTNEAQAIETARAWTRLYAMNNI
SENP7 block – SENP7 protease inhibitors, primary screen, biochemical, luminescence, uHTS; Sentrin-specific protease 7 (Homo sapiens), Q9BQF6; recombinant SENP7, Z-RLRGG-aminoluciferin luminescence, 40 min; inhibition, % at 5 µM; 330,000 compounds, 1.5% hits; AID 434973, 2010;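 active = inhibition above about 50% at the single test dose, limit read from the data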;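 note: plate controls were DMSO with enzyme for no effect and no enzyme buffer wells for full effect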
Target sequence (Q9BQF6 706-1050 limits assumed): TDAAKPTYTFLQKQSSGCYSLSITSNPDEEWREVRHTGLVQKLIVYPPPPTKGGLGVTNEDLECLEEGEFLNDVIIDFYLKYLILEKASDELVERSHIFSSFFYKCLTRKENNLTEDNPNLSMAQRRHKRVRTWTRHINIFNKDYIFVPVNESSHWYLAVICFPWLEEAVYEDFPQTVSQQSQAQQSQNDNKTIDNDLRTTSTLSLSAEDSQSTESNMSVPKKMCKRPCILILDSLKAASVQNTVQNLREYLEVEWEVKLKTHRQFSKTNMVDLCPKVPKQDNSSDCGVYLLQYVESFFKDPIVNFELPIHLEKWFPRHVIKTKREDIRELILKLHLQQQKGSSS
Numbers without * were called inactive; / = no result given. Cut-off read from the data, not from the text of the source, unless noted: active = inhibition above about 50%; inactive = the rest.

compound,697 NFkB inh,Apaf-1 inh,SENP8 inh,Gli-Sufu antag,HKDC1 inh,Jurkat NFkB inh,UBC13 polyUb,SENP7 block
COC(=O)c1ccc([C@@H](O)[C@H](C)C(=O)CC(=O)OC(C)(C)C)cc1,15,3,-14,-6,-3,8,-6,6
Cc1ccc(S(=O)(=O)Nc2ccc(C(N)=O)cc2)cc1[N+](=O)[O-],13,-4,7,9,-7,10,4,0
CCc1ccc(N(C(=O)c2ccco2)C(C(=O)NC2CCCC2)c2ccco2)cc1 (stereo not given),-28,7,-1,-6,4,-31,2,4
CC/C(C)=N/Nc1ccc(S(=O)(=O)N2CCCC2)cc1[N+](=O)[O-],-8,6,4,0,-10,17,-27,3
CCN1/C(=c2/s/c(=C3/C(=O)N(c4ccccc4)N=C3C)n(CC)c2=O)C=Cc2ccccc21,1,1,-6,-6,-5,-1,-59,-5
Cn1c(SCC(=O)N2CCc3ccccc32)nnc1C1CC1,0,-9,-4,-2,2,-6,7,-6
CC(Cc1c[nH]c2ccccc12)NC(=O)OCCCl (stereo not given),-1,-3,7,2,-12,-7,2,5
O=C(CSc1nnc(CNC(=O)c2ccccc2F)o1)Nc1ccc2c(c1)OCCO2,8,2,3,-18,-6,-19,4,10
C#CCN(C#N)c1nc(NCC)nc(NC(C)C)n1,8,7,9,0,8,-11,6,8
CN(CC(=O)NCCc1ccc(S(N)(=O)=O)cc1)S(=O)(=O)c1cccc2nsnc12,-5,-1,-8,-22,2,-8,-2,-15
CC(C)CN(C(=O)c1cc2ccccc2o1)c1c(N)n(CC(C)C)c(=O)[nH]c1=O,6,-2,-3,-1,14,21,7,-6
CCCN1C(=O)C(NS(=O)(=O)c2ccc(N)cc2)(C(F)(F)F)C(C(=O)OC)=C1C (stereo not given),-1,-1,3,-3,-1,14,4,4
O=C(CCn1c2c(c3ccccc31)CCCC2)NNC(=O)c1ccc(Cl)c([N+](=O)[O-])c1,-4,89*,-3,0,4,-10,-8,-6
CC1CCCCC1NC(=O)CCn1ccc2cc(S(=O)(=O)N3CCCC3)ccc21 (stereo not given),-25,10,-13,-9,-4,8,-8,-10
CN(C)C(=O)CCc1ccc2c3c([nH]c2c1)[C@]1(C)[C@@H](C(=O)N2CCOCC2)C[C@H](CC(=O)NCCc2ccccn2)C(=O)N1CC3,19,13,/,-7,-1,/,/,5
Cc1ccc(N(CC(=O)O)S(=O)(=O)c2cccc3nonc23)cc1,-3,1,-3,3,9,-20,-9,4
Cc1ccc(NC(=O)c2ccccc2OCC(=O)Nc2ccccc2F)cc1S(=O)(=O)N(C)C,0,18,-11,-13,1,-39,-8,-17
Cc1ccc(NC(=O)c2ccccc2O)cc1,-213,16,28,2,-7,-97,-6,41
C(=C\c1ccccc1)/CN1CCN(c2ncnc3c2oc2ccccc23)CC1,-22,5,1,38,0,18,8,1
C[C@@H]1C[C@H]2[C@@H]3CCC4=CC(=O)C=C[C@]4(C)[C@@]3(F)[C@@H](O)C[C@]2(C)[C@@]1(O)C(=O)COP(=O)(O)O,7,-7,1,25,-6,15,1,5
O=C(Nc1cccc(C(F)(F)F)c1)c1ccco1,-15,0,-7,-1,-6,-10,-10,-5
CC1CCN(Cc2c(C(=O)N/N=C/c3cccc(Cl)c3)nnn2-c2nonc2N)CC1,5,12,4,12,1,13,-1,-1
COc1ccc(NS(=O)(=O)c2cccc(C(=O)NNC(=O)c3ccc(=O)[nH]c3)c2)cc1,16,-10,5,-10,-6,-1,3,-5
Cc1c(NS(=O)(=O)c2cccc(C(=O)NCc3ccncc3)c2)c(=O)n(-c2ccccc2)n1C,-2,4,-16,3,3,-8,-9,-8
COc1c2c(nc3occc13)C(CCC(C)(C)O)(OC)C(O)CC2 (stereo not given),-32,9,-5,6,-2,1,6,0
CCn1cc(CN2CCCC(CO)(Cc3cccc(Cl)c3)C2)cn1 (stereo not given),1,-7,5,5,0,-10,4,1
CC(C)(C)c1ccc(C(=O)Nc2ccccc2C(=O)NCCN2CCOCC2)cc1,-22,8,13,-4,10,-11,9,0
Cc1ccc(-c2nn(-c3ccccc3)cc2CNCc2ccccc2)cc1,7,18,3,17,2,19,26,1
Cc1nc(C)c(C(=O)Nc2nc3c(C)cccc3s2)o1,1,-7,0,16,-2,14,6,1
CC(C)c1ccc(C(CC(=O)O)N2Cc3ccccc3C2=O)cc1 (stereo not given),9,0,8,-6,2,5,2,3
Cc1c(C(=O)N2CCN(c3ncccn3)CC2)oc2ccc(F)cc12,4,13,-16,0,-1,-11,-22,-18
CCOC(=O)CP(=O)(c1ccccc1)c1ccccc1,4,6,1,2,-6,5,6,6
Cc1cc(=O)c2cc(C(=O)c3ccccc3)ccc2[nH]1,17,-1,-4,-8,-2,-11,10,2
O=C(CN1C(=O)NC2(CCc3ccccc32)C1=O)c1ccc2c(c1)OCCO2 (stereo not given),13,2,2,-8,-4,-18,5,1
CC(C)Oc1cc(O)c2c(=O)c(-c3ccc(O)cc3)coc2c1,-285,4,21,-93,-3,-33,11,1
CN(C)C(=O)c1cc2cc(Br)ccc2s1,8,8,-2,0,-1,4,4,2
COC(=O)CSc1ncccc1-c1nc2ccccc2[nH]1,9,-15,-14,-3,-4,-8,11,-6
O=C(C[n+]1cc(Br)cc2ccccc21)c1ccc(Cl)cc1,11,20,-4,-4,4,-20,-1,11
COCCCNC(=S)NNC(=S)Nc1ccc(OC)cc1,-55,9,-3,0,-4,-6,-8,-9
O=C(Nc1ccn(Cc2ccc(Cl)cc2)n1)c1ccc2c(c1)OCO2,10,5,-17,-10,-8,-5,12,-1
O=C(Nc1ccccc1)C1=C[C@H](c2coc3ccccc3c2=O)C[C@H](OCc2ccc(CO)cc2)O1,0,9,-1,-4,-4,-19,-4,-3
COc1ccc(C(C(=O)NC2CCCC2)N(Cc2cccnc2)C(=O)c2snc(C(N)=O)c2N)cc1 (stereo not given),-6,-2,5,0,-1,11,18,6
CCN(c1ccccc1)S(=O)(=O)c1ccc(NC(=O)C(C)(C)C)cc1,3,3,-4,7,-6,9,0,-3
O=C(Oc1ccccc1)c1ccc(COC(=O)c2cnccn2)cc1,16,9,76*,9,1,4,2,89*
COc1cccc(OCCNC(=O)CSc2ccc(C(F)(F)F)cc2[N+](=O)[O-])c1,3,11,-2,0,-6,4,-4,2
CCn1cc(C(=O)NCCc2ccc(Cl)cc2)c(=O)c2cc(S(=O)(=O)N(C)C)ccc21,9,10,-1,43,-3,9,14,-1
COc1ccccc1C1CCN(Cc2ccc(Cl)cc2Cl)CC1,-12,14,-6,4,1,-5,2,-7
CCOCCCNC(=O)c1ccc(N2CCOCC2)c(NS(=O)(=O)c2ccc(OC)cc2)c1,20,-7,-4,-4,-6,11,-2,4
COc1ccc(C(=O)Nn2c(C3CCC3)nc3ccccc3c2=O)c(OC)c1,-9,-2,-2,-1,-4,-13,10,17
COC(=O)CCCC(=O)Nc1ccc(Br)cc1,3,-9,-10,-10,-2,0,14,-7
CC(=O)c1ccc(OCC(O)CN2C(C)(C)CC(O)CC2(C)C)cc1 (stereo not given),-3,-3,1,2,-6,7,-52,-4
Cc1cc(N2C(=O)C3CC=CCC3C2=O)no1 (stereo not given),-8,10,1,-5,-5,-12,-2,-4
CCCCC(Sc1nc(N)c(NC(=O)c2ccc(OC)cc2)c(=O)[nH]1)C(=O)O (stereo not given),13,-5,-2,-7,-9,-4,10,0
CCOc1cc(/C=N/NS(=O)(=O)c2ccc(OC)cc2)ccc1OCCN1CCOCC1,8,-1,-10,-4,-13,-7,-2,9
O=C(CNC(=O)c1ccccc1Br)N/N=C/c1ccco1,-12,5,-3,-2,-8,0,-2,-6
CCc1nc(C)cc2c1sc1ccccc12,-12,-4,0,4,3,2,10,2
C#CCOCCOCCOCCNc1nc(N2CCN(C(=O)CCCCCCCCCCNC(=O)Cn3cc(CCCCCN)nn3)CC2)nc(N2CCN(C(=O)CCCCCCCCCCNC(=O)[C@H]([C@@H](C)CC)n3cc(CCCCCN)nn3)CC2)n1,-47,74*,-20,5,-14,-16,124*,7
CC(=O)NNc1cccc(Cl)n1,6,13,1,0,-3,-6,-2,3
O=C(Cc1ccc(-c2ccccc2)cc1)NCc1cccnc1,-15,7,1,-15,-12,47,7,4
COc1cccc(N2[C@@H](CC(C)=O)c3cc(C(F)(F)F)ccc3S2(=O)=O)c1,14,4,-8,24,3,-2,3,9

4 structures from above, ordered by formula weight, ascending:
compound,697 NFkB inh,Apaf-1 inh,SENP8 inh,Gli-Sufu antag,HKDC1 inh,Jurkat NFkB inh,UBC13 polyUb,SENP7 block
O=C(CNC(=O)c1ccccc1Br)N/N=C/c1ccco1,-12,5,-3,-2,-8,0,-2,-6
CCN(c1ccccc1)S(=O)(=O)c1ccc(NC(=O)C(C)(C)C)cc1,3,3,-4,7,-6,9,0,-3
CC(C)CN(C(=O)c1cc2ccccc2o1)c1c(N)n(CC(C)C)c(=O)[nH]c1=O,6,-2,-3,-1,14,21,7,-6
CN(C)C(=O)CCc1ccc2c3c([nH]c2c1)[C@]1(C)[C@@H](C(=O)N2CCOCC2)C[C@H](CC(=O)NCCc2ccccn2)C(=O)N1CC3,19,13,/,-7,-1,/,/,5

The listing continues.
compound,697 NFkB inh,Apaf-1 inh,SENP8 inh,Gli-Sufu antag,HKDC1 inh,Jurkat NFkB inh,UBC13 polyUb,SENP7 block
COc1cc(NC(=O)Cn2nc(Cc3cccnc3)c3ccccc3c2=O)cc(OC)c1OC,17,-4,5,0,-4,24,3,2
CN(C)c1ccc(C(CNS(=O)(=O)c2ccc(F)c(F)c2)c2c[nH]c3ccccc23)cc1 (stereo not given),18,6,1,-2,-10,9,7,3
COc1ccc(CC(=O)Nc2nnc(C(C)(C)C)s2)cc1OC,0,-9,-3,6,8,0,8,3
CCCOc1ccc(C(=O)Nc2ccc3c(c2)OCO3)cc1,-27,11,71*,-58,-2,-99,8,89*
Cc1cc(-c2ccccc2)n2nc(C)c(C#N)c2n1,-16,2,-10,-11,-2,0,3,-11
O=C(Nc1nc2ccccc2c(=O)s1)c1ccc(F)cc1Cl,-2,21,-30,-1,25,-20,31,-13
CCN1CCN(CCNC(=O)Cn2c(=O)c3cccn3c3ccc(F)cc32)CC1,-37,1,8,0,-7,-23,-1,1
Cc1cccc(NC2=NC(C)(C)N=C(N)N2)c1C,19,0,6,2,2,-1,9,2
Cc1ccccc1C1=Nn2c(nnc2-c2ccco2)SC1,13,-1,0,3,1,11,4,2
O=C(O)c1ccccc1C(=O)NNc1ccc(F)cc1F,11,-10,2,-3,-6,17,6,4
CCOC(=O)C1=C(c2ccccc2)NC(=S)NC1c1cc([N+](=O)[O-])ccc1OC (stereo not given),8,-1,-4,49,0,-2,-5,-3
COc1cccc2cc(C(=O)N3CCN(C(=O)c4ccco4)CC3)c(=O)oc12,12,-11,0,14,-4,3,-2,6
CCn1nc(C)c(/C=C/C(=O)Nc2ccc(C)cc2C)c1C,-14,11,-5,6,-12,8,-4,-11
Cc1ccc(NC(=O)C2CCCN(S(=O)(=O)c3ccc4[nH]c(=O)ccc4c3)C2)c(C)c1 (stereo not given),4,0,-2,29,-9,3,-1,6
O=C(NCCO)c1cc2cc(Cl)cc(Cl)c2oc1=O,3,-4,-8,-7,-6,-8,-17,-2
